# AddAB inh – less growth of phage-infected E. coli with AddAB. inhibition, % at 11.9 µM. AID 435030. 330,000 tested, 0.29% active. E. coli expressing H. pylori AddAB, absorbance growth; in the data active = inhibition above about 12%;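 also: 0% = vehicle wells of infected cells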
# Tat transport – E. coli Tat transport inhibition | 340,000 tested, 0.036% active | inhibition, % at 10 µM | E. coli MC4100 TorA-mCherry Tat export, fluorescence;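 active = mean replicate inhibition at least 50% and at least half of replicates individually reaching 50%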;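 also: exported cargo escapes ClpAP degradation while cytoplasmic cargo is degraded and loses fluorescence; 0% = median of neutral control wells and 100% = median of NaSCN control wells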
# PKA-R1A act – activators of PKA-R1A complex; P00514+P68181; PKA-R1A dissociation, Cy5-IP20 fluorescence polarization; scaled: DMSO 0%, 113 µM cGMP 100%; activation, % at 11.4 µM; 340,000 tested, 0.083% active;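 active = percent activation above the mean of all tested compounds plus 3 SD, cut at about 19% in these data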;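 also: higher means more PKAc released from R1A so a rise in polarization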
# PKA-R2B act – PKA-R2B complex activation; P22694+P31323; PKA-R2B holoenzyme dissociation, Cy5-IP20 fluorescence polarization; R2B truncated from residue 108, S112A mutant; 0% DMSO only, 100% 113 µM cGMP; activation, % at 11.4 µM; 340,000 tested, 0.079% active;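 active = activation above a cutoff set at the mean over all compounds plus 3 SD, cut at about 18% in these data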;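 also: higher means more holoenzyme dissociation and a rise in polarization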
# Target sequence (P31323 whole entry, looked up, other chains not shown, the tested form may be a part): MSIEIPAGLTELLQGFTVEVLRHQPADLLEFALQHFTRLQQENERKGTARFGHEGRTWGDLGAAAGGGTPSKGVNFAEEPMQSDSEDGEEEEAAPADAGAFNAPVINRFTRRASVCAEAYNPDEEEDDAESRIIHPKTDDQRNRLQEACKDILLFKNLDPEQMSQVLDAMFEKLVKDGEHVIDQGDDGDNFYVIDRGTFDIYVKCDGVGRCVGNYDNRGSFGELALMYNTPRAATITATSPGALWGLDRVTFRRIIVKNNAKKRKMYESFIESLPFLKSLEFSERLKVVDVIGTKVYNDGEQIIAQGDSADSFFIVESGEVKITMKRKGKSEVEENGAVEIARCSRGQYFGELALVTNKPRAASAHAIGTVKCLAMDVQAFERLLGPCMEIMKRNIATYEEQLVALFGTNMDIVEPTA
# phage Ecoli inh – E. coli growth loss with phage present | 360,000 tested, 0.26% active | AID 651602 | growth absorbance | inhibition, % at 11.9 µM; in the data active = inhibition above about 11%
# PfHsp90 yeast 2 – growth inhibition of yeast expressing Plasmodium Hsp90; S. cerevisiae expressing PfHsp90, BacTiter-Glo ATP, 48 h; yeast lacking PDR1 and PDR3 efflux regulators; inhibition, % at 9.4 µM; 310,000 tested, 0.32% active;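 active = every replicate shows inhibition above about 80%, whatever the replicate mean, limit read from the data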;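 also: 0% = DMSO neutral controls and 100% = 20 µM radicicol positive controls; yeast relying on Plasmodium falciparum Hsp90 in place of its own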
# HTR5A inv ctr – inverse agonist of human HTR5A in OPRM1-OPRD1 counter-screen; HTR5A cell line, luminescence, inverse agonism; inhibition, % at 9.3 µM; 340,000 tested, 0.083% active; AID 504634; in the data active = inhibition mostly above about 23%, no sharp cut-off; inactive = mostly below about 18%;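 also: 0% = cells with DMSO and 100% = no-cell wells with DMSO; some compounds called inactive have numbers as strong as hits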
# Target sequence (P47898 whole entry, looked up): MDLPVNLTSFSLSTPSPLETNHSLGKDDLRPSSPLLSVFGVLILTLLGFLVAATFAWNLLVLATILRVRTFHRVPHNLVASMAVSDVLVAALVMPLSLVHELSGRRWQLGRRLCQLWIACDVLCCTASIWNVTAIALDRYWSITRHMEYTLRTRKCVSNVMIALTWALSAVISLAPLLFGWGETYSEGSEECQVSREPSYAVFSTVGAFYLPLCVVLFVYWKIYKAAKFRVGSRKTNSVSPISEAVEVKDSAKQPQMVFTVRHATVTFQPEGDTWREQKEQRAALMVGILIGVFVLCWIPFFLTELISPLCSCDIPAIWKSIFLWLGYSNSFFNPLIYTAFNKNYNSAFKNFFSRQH
# E coli growth – counter-screen for AddAB inhibitors: E. coli growth inhibition; E. coli V3065 growth, OD600 absorbance, 18 h; inhibition, % at 11.9 µM; 330,000 tested, 0.27% active;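 active = inhibition above the campaign's mean inhibition across all tested compounds plus 3 SD, cut at about 9.9% in these data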;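 also: uninfected addAB+ strain grown without phage in ampicillin broth; 0% = DMSO wells and 100% = ciprofloxacin 0.95 µg/ml wells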
# MOR-DOR ag – agonists of human mu-delta opioid receptor heterodimerization. cells, OPRM1-OPRD1 heterodimerization, luminescence. activation, % at 9.3 µM. 340,000 tested, 0.3% active; in the data active = activation above about 18%;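 also: 0% = vehicle-treated cells and 100% = reference agonist; values of inactives mirror those of a sister screen read the other way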
# OPRM1-OPRD1 inv – inverse agonists of human mu-delta opioid receptor heterodimerization. P35372+P41143. cell-based MOR-DOR heterodimer luminescence, inverse agonism. inhibition, % at 9.3 µM. 340,000 tested, 0.21% active; in the data active = inhibition above about 22%, passing the limit was not always enough;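 also: 0% = cells with DMSO and 100% = wells without cells with DMSO; values of inactives mirror those of a sister screen read the other way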
# Mot1-301 SUMO – blocks SUMOylation pathway, rescuing yeast Mot1-301 growth | S. cerevisiae Mot1-301 growth rescue, ATP luminescence, 38.5C; percent above DMSO median, 100 means doubled | growth rescue, % at 18.8 µM | 320,000 tested, 1% active;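 active = every valid replicate shows activation above 250% relative to neutral control wells; inactive = the rest, any valid replicate at or below 250%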;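 also: OY570 slx delta 5 strain wells were the positive control but not used for scaling; some compounds called inactive have numbers as strong as hits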
# * = called active by the depositor; i = inactive; . = not tested or not shown.
no.	compound	AddAB inh	Tat transport	PKA-R1A act	PKA-R2B act	phage Ecoli inh	PfHsp90 yeast 2
1	Cc1ccc(-c2nc(SCC(=O)Nc3cc(C)on3)c3c(=O)n(C)c(=O)n(C)c3n2)cc1	2.6	22	-4	0	-2.4	6
2	Cc1cc(C)c(NC(=O)C2CCN(C(=O)c3ccco3)CC2)c(C)c1	3.6	9	4	4	-1.5	-15
3	CCCC(=O)Nc1ccc(C(=O)N/N=C/c2ccc([N+](=O)[O-])o2)cc1	18*	-21	-1	-7	10	5
4	CC(C)OCCCNC(=O)Cn1ccc2cc(S(=O)(=O)N3CCCCC3)ccc21	-0.8	16	-2	-4	0.2	11
5	CCc1c(O)nc(SCC(=O)Nc2ccc(C)cc2)n(C2CCCCC2)c1=O	-0.1	8	-11	1	3.3	3
6	CC(C)(C)NS(=O)(=O)c1ccc(CCC(=O)N2CCCCC2)cc1	2.0	-10	-6	-11	1.7	.
7	Cc1cc(Cl)ccc1NC(=S)N1CCN(C(=O)c2ccco2)CC1	0.1	0	-5	7	2.3	4
8	O=C(O)/C=C/c1ccc2c(-c3ccccc3)onc2c1	3.6	5	5	2	2.4	-10
9	COc1ccccc1C(C)NC(=O)CCOc1cccc(C)c1 (stereo unspecified)	2.8	-5	-7	-16	1.1	.
10	COc1ccccc1NS(=O)(=O)c1cc(NC(=O)CNC(=O)c2ccccc2)ccc1C	1.4	-2	-4	-4	0.9	4
11	O=C(Nc1ccc([N+](=O)[O-])cn1)C1CCCCC1	3.0	0	2	7	2.7	14
12	COc1cccc(NC(=O)CN(C)C(=O)c2cc3c(s2)CCCC3)c1	-0.1	4	-6	-3	-0.4	-5

no.	HTR5A inv ctr	E coli growth	MOR-DOR ag	OPRM1-OPRD1 inv	Mot1-301 SUMO
1	-24	-0.3	1.5	-9	-18
2	19	-0.9	-2.0	11	73
3	11	22*	5.7	-32	-16
4	-10	0.8	-3.7	19	3
5	-14	-3.6	-0.9	5	-8
6	-23	0.7	0.5	-3	194
7	-2	2.6	-3.5	19	-9
8	22	0.0	0.1	0	7
9	7	0.2	-1.3	7	0
10	-7	-4.6	0.5	-3	22
11	8	3.1	-1.8	9	10
12	1	-2.3	0.8	-3	21

# (next part)
no.	compound	AddAB inh	Tat transport	PKA-R1A act	PKA-R2B act	phage Ecoli inh	PfHsp90 yeast 2
13	CC(C)CNS(=O)(=O)c1ccc(CCC(=O)N2CCC(C(N)=O)CC2)cc1	3.6	-2	-3	-12	2.4	3
14	Cc1csc(C(=O)O)c1-c1c(C)csc1C(=O)O	1.1	-3	-4	6	1.6	19
15	Cc1cccc(NCC(O)Cn2cnc3c2c(=O)n(C)c(=O)n3C)c1 (stereo unspecified)	-0.2	10	1	7	0.5	23
16	O=C(NCC(=O)N1CCCCCCC1)c1ccc(Cl)cc1	2.9	13	0	-15	2.4	4
17	Cc1cccc(NC(=O)c2onc3c2CCCC3)n1	3.2	-2	-5	10	3.3	-12
18	O=C(CSc1nc2ccccc2o1)NC(=O)NCc1ccccc1	1.8	-2	-2	0	5.3	2
19	C=C(C)C(O)COc1c2occc2c(OC)c2ccc(=O)oc12 (stereo unspecified)	0.6	-2	4	-8	2.9	-7
20	CCC(CO)N=CC1=C(O)CC(c2ccccc2)CC1=O (stereo unspecified)	3.4	3	1	-1	2.9	-19
21	COc1ccc(CN(C)C(=O)c2ccccc2Sc2ccccc2C#N)cc1OC	1.1	-4	-3	0	0.9	24
22	COc1ccc(Cl)cc1NC(=S)NCCSc1ccc(C)cc1	3.1	-1	-2	-11	3.7	-22
23	CN(CCNC(=O)c1ccc(/C=N/O)nc1)Cc1ccccc1	1.4	5	-7	-10	0.9	-31
24	C=C(C)Cn1c(=O)c2c(nc3n2CCN3c2cccc(Cl)c2C)n(C)c1=O	0.7	0	7	5	2.7	0

no.	HTR5A inv ctr	E coli growth	MOR-DOR ag	OPRM1-OPRD1 inv	Mot1-301 SUMO
13	18	1.7	-0.6	3	228
14	-9	-2.7	1.9	-10	-17
15	-24	-0.3	0.1	-1	0
16	4	0.2	-3.1	13	-14
17	4	-0.1	1.6	-9	-20
18	-8	0.4	8.8	-50	0
19	26	-0.4	-1.6	8	.
20	7	1.0	-1.4	6	1
21	-19	-0.9	-2.8	15	i
22	18	0.9	5.9	-26	-13
23	6	-1.2	-4.2	21	14
24	.	-1.5	.	.	-4

# Continuation:
no.	compound	AddAB inh	Tat transport	PKA-R1A act	PKA-R2B act	phage Ecoli inh	PfHsp90 yeast 2
25	OC(COCCC12CC3CC(CC(C3)C1)C2)CN1CCCCC1 (stereo unspecified)	2.2	4	-6	-15	3.4	15
26	CCN(CC)CCCNC(=O)c1cn(CC)c2ccc(S(=O)(=O)N3CCc4ccccc4C3)cc2c1=O	2.5	0	-1	-4	0.8	-7
27	CN(C)C(CNC(=O)CCc1nc2cc(Cl)ccc2n(Cc2ccccc2)c1=O)c1ccccc1 (stereo unspecified)	0.7	3	11	-7	2.3	.
28	CC(=O)Nc1ccc(Oc2cncc(Cl)c2)nc1	1.6	3	7	-6	0.1	17
29	CC(=O)c1ccc(NC(=O)CSc2nc3[nH]ncc3c(=O)[nH]2)cc1	-0.7	-2	3	1	1.3	-20
30	Cc1cc(OCc2cn(CC(=O)c3ccc(O)cc3)nn2)ccc1[N+](=O)[O-]	.	0	-6	-12	2.7	11
31	COc1cc(/C=N\NC(=O)C2COc3ccccc3O2)cc(OC)c1O (stereo unspecified)	2.6	8	-21	-13	1.7	-25
32	O=C(CNC(=O)c1ccco1)Nc1ccc(S(=O)(=O)N2CCCC2)cc1	2.2	15	-3	3	-0.1	-7
33	O=C(CCCN1C(=O)c2ccccc2C1=O)Nc1cccc(S(=O)(=O)NC2=NCCC2)c1	-0.9	-1	-6	-14	4.1	5
34	CCOc1cccc2sc(N(CCN(CC)CC)C(=O)c3cccc(N4C(=O)CCC4=O)c3)nc12	5.8	-5	-7	9	4.8	.
35	Cc1ccccc1NS(=O)(=O)c1ccc(OCC(=O)NCc2ccccn2)cc1	-1.6	-5	-16	-9	2.4	12
36	O=c1cc(-c2ccccc2)nc(N2CCN(Cc3ccc4c(c3)OCO4)CC2)[nH]1	-0.1	-4	-6	-1	3.2	14

no.	HTR5A inv ctr	E coli growth	MOR-DOR ag	OPRM1-OPRD1 inv	Mot1-301 SUMO
25	14	2.3	-1.8	10	40
26	4	-2.1	-1.7	9	-3
27	23	-0.6	2.3	-12	-11
28	-20	-2.4	0.1	0	17
29	-7	-1.1	-2.9	14	98
30	-3	.	-4.1	19	.
31	2	2.1	-1.7	8	20
32	4	-1.2	-1.4	7	-4
33	-16	-0.5	-2.3	12	.
34	15	-0.2	-0.9	6	290*
35	-10	-0.5	-0.3	1	7
36	-9	-3.4	-0.6	2	3

# Part of the list above, with bars between the fields:
no. | SMILES | AddAB inh | Tat transport | PKA-R1A act | PKA-R2B act | phage Ecoli inh | PfHsp90 yeast 2 | HTR5A inv ctr | E coli growth | MOR-DOR ag | OPRM1-OPRD1 inv | Mot1-301 SUMO
27 | CN(C)C(CNC(=O)CCc1nc2cc(Cl)ccc2n(Cc2ccccc2)c1=O)c1ccccc1 (stereo unspecified) | 0.7 | 3 | 11 | -7 | 2.3 | . | 23 | -0.6 | 2.3 | -12 | -11
28 | CC(=O)Nc1ccc(Oc2cncc(Cl)c2)nc1 | 1.6 | 3 | 7 | -6 | 0.1 | 17 | -20 | -2.4 | 0.1 | 0 | 17
29 | CC(=O)c1ccc(NC(=O)CSc2nc3[nH]ncc3c(=O)[nH]2)cc1 | -0.7 | -2 | 3 | 1 | 1.3 | -20 | -7 | -1.1 | -2.9 | 14 | 98
30 | Cc1cc(OCc2cn(CC(=O)c3ccc(O)cc3)nn2)ccc1[N+](=O)[O-] | . | 0 | -6 | -12 | 2.7 | 11 | -3 | . | -4.1 | 19 | .
31 | COc1cc(/C=N\NC(=O)C2COc3ccccc3O2)cc(OC)c1O (stereo unspecified) | 2.6 | 8 | -21 | -13 | 1.7 | -25 | 2 | 2.1 | -1.7 | 8 | 20
32 | O=C(CNC(=O)c1ccco1)Nc1ccc(S(=O)(=O)N2CCCC2)cc1 | 2.2 | 15 | -3 | 3 | -0.1 | -7 | 4 | -1.2 | -1.4 | 7 | -4
33 | O=C(CCCN1C(=O)c2ccccc2C1=O)Nc1cccc(S(=O)(=O)NC2=NCCC2)c1 | -0.9 | -1 | -6 | -14 | 4.1 | 5 | -16 | -0.5 | -2.3 | 12 | .
34 | CCOc1cccc2sc(N(CCN(CC)CC)C(=O)c3cccc(N4C(=O)CCC4=O)c3)nc12 | 5.8 | -5 | -7 | 9 | 4.8 | . | 15 | -0.2 | -0.9 | 6 | 290*
35 | Cc1ccccc1NS(=O)(=O)c1ccc(OCC(=O)NCc2ccccn2)cc1 | -1.6 | -5 | -16 | -9 | 2.4 | 12 | -10 | -0.5 | -0.3 | 1 | 7
36 | O=c1cc(-c2ccccc2)nc(N2CCN(Cc3ccc4c(c3)OCO4)CC2)[nH]1 | -0.1 | -4 | -6 | -1 | 3.2 | 14 | -9 | -3.4 | -0.6 | 2 | 3

# (listing goes on)
no.	compound	AddAB inh	Tat transport	PKA-R1A act	PKA-R2B act	phage Ecoli inh	PfHsp90 yeast 2
37	OCCOCCn1c(C2CCCN2c2nc(-c3ccc(F)cc3)cs2)nc2cc(Cl)c(Cl)cc21 (stereo unspecified)	2.5	-1	2	6	1.6	110*
38	NC(=O)C1CCN(CC(=O)NC(=O)NC2CCCC2)CC1	1.4	-3	7	1	1.9	-37
39	O=C(NCc1ccncc1)c1nc(-c2ccc(C(F)(F)F)cc2)no1	0.9	-8	4	1	3.8	-4
40	COc1ccc(Cl)cc1NS(=O)(=O)c1c(C)nc2sccn2c1=O	3.4	4	2	-9	2.5	-28
41	Cc1ccc2c(c1)[C@H]1[C@H](CO2)[C@H](c2ccccc2)[C@]2(C)C(=O)Nc3ccc(Cl)cc3C(=O)N12	3.4	-1	-6	-1	-1.0	-11
42	C/C(=N\Nc1nc2ccccc2nc1C)c1ccccc1O	-1.3	-11	-7	-13	1.4	6
43	O=C(CN1C(=O)S/C(=C\c2ccccc2)C1=O)NCCCn1ccnc1	2.7	3	-8	-5	-0.2	5
44	Cc1c(CCC(=O)O)c(=O)oc2cc(OCc3cccc(F)c3)ccc12	-0.1	-1	-5	-21	-0.2	-23

no.	HTR5A inv ctr	E coli growth	MOR-DOR ag	OPRM1-OPRD1 inv	Mot1-301 SUMO
37	-10	-0.2	-2.2	12	-7
38	0	0.9	0.3	-2	5
39	-2	0.8	-1.6	8	13
40	-6	-0.5	-0.1	0	0
41	-3	3.7	7.1	-44	191
42	-18	-1.0	1.9	-10	-1
43	-16	1.0	-3.2	16	10
44	-19	2.5	-2.7	12	-17

# Screens deposited in PubChem BioAssay by several laboratories.
